# Screening data (PubChem BioAssay)
# FBW7 act = human FBW7 E3 ligase activation, primary screen; AlphaScreen FBW7–phospho-cyclin E peptide binding, activator screen; 650,000 compounds, 0.13% hits; Q969H0; AID 1259310; normalized activity (activation), % at 26.1 µM; in the data active means normalized activity above about 1.9%;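 further: purified mutant Fbw7 with reduced substrate affinity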
# Target sequence (Q969H0 whole entry, looked up): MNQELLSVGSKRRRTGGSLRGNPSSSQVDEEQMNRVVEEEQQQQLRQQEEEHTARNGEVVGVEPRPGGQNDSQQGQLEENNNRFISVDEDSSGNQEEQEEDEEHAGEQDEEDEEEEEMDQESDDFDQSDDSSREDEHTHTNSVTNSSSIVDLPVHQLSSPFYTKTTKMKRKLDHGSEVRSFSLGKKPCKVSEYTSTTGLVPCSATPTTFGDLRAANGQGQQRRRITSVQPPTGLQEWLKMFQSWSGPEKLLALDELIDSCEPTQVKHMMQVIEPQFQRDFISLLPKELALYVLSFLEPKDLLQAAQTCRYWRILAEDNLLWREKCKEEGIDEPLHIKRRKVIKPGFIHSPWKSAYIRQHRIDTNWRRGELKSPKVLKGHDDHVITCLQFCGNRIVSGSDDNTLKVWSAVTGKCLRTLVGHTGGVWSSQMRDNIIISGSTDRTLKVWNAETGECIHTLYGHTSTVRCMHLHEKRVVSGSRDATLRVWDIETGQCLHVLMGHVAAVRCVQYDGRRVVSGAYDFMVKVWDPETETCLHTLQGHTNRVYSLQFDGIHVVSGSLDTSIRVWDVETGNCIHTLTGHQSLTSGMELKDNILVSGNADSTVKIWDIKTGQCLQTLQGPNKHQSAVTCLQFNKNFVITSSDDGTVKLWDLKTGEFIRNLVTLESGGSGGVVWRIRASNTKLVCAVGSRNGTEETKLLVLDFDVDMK
# TEAD-YAP inh = TEAD-YAP interaction inhibition; 640,000 compounds, 1.4% hits; inhibition, % at 9.12 µM; HEK-TIYL cells, TEAD-Gal4/YAP UAS-luciferase luminescence; in the data active means inhibition above about 32%;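 further: 0% = median of test compound wells and 100% = reference inhibitor wells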
# GPR151 ag = activators of human GPR151 | 650,000 compounds, 1% hits | AID 1508602 | PathHunter beta-arrestin GPR151 cells, luminescence | Q8TDV0 | activation, % at 11.2 µM; in the data active means activation above about 4.9%;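 further: 0% = median of compound wells and 100% = cells with positive control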
# MITF inh = blocks human microphthalmia-associated transcription factor | O75030 | AlphaScreen MITF homodimerization, bead proximity signal | inhibition, % at 2.6 µM | 650,000 compounds, 0.91% hits | AID 1259374; in the data active means inhibition above about 50%;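 further: 0% = vehicle wells with protein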
# Starred values were filed as active, the others as inactive.
# Preview:
SMILES	TEAD-YAP inh	MITF inh	GPR151 ag	FBW7 act
Cc1ccc([N+](=O)[O-])cc1NC(=O)C1CC(O)CN1C(=O)Oc1ccccc1 (stereo not drawn)	3.8	6.0	-1.6	0.1
COc1ccc(C=C2C(=O)OC(C)(C)OC2=O)cc1OC	-0.8	21.7	0.3	0.3
CCOc1cccc(N2C(=O)/C(=C/c3ccccc3OC)C(=O)NC2=S)c1	-8.1	10.8	0.8	0.0
Cc1noc(C)c1CC1(c2ccc3c(c2)OCO3)C(=O)Nc2cc(F)ccc21 (stereo not drawn)	-5.8	-8.7	-1.3	-0.2
COc1cccc2c(NC(=O)c3cccnc3)c(C(=O)c3ccc(Cl)cc3)oc12	-2.9	-8.6	1.3	0.1
COc1ccc(C)cc1NC(=O)COc1ccc(S(=O)(=O)NC2CCCCC2)cc1	6.3	11.0	-1.0	0.2

# Results, repeating the preview:
SMILES	TEAD-YAP inh	MITF inh	GPR151 ag	FBW7 act
Cc1ccc([N+](=O)[O-])cc1NC(=O)C1CC(O)CN1C(=O)Oc1ccccc1 (stereo not drawn)	3.8	6.0	-1.6	0.1
COc1ccc(C=C2C(=O)OC(C)(C)OC2=O)cc1OC	-0.8	21.7	0.3	0.3
CCOc1cccc(N2C(=O)/C(=C/c3ccccc3OC)C(=O)NC2=S)c1	-8.1	10.8	0.8	0.0
Cc1noc(C)c1CC1(c2ccc3c(c2)OCO3)C(=O)Nc2cc(F)ccc21 (stereo not drawn)	-5.8	-8.7	-1.3	-0.2
COc1cccc2c(NC(=O)c3cccnc3)c(C(=O)c3ccc(Cl)cc3)oc12	-2.9	-8.6	1.3	0.1
COc1ccc(C)cc1NC(=O)COc1ccc(S(=O)(=O)NC2CCCCC2)cc1	6.3	11.0	-1.0	0.2
Cc1ccc(C)c(C(=O)CSc2nnc(C)s2)c1	-21.3	18.9	-0.9	0.0
CCOc1ccccc1CNCCN1CCOCC1	3.3	1.8	-0.3	-0.1
CCN(CC(=O)NCCc1ccccc1)S(=O)(=O)c1ccc2ccccc2c1	-1.6	2.2	1.9	0.1
CCOC(=O)CN1C(=O)S/C(=C/c2cc(Cl)c(O)c(Cl)c2)C1=O	18.5	0.6	-1.2	-0.2
Cc1ccc(NC(C#N)c2c(C)[nH]c(=O)[nH]c2=O)cc1 (stereo not drawn)	0.9	1.3	1.0	-0.1
CCOC(=O)CSc1nnc(Nc2ccccc2)s1	6.1	5.2	-3.1	0.0
COc1ccc(C(=O)CBr)cc1OC	0.2	1.8	-0.1	0.6
Cc1ccc(C2=N/C(=C\c3ccccc3Br)C(=O)O2)cc1	-11.5	-15.2	0.7	0.2
CCCn1nnnc1SCC(=O)Nc1ccc(NC(C)=O)cc1	14.7	11.1	-1.3	-0.1

# Additional records.
SMILES	TEAD-YAP inh	MITF inh	GPR151 ag	FBW7 act
CN1C(=O)/C(=C/c2c(Sc3ccccc3)nc3ccccn3c2=O)SC1=S	-14.2	10.0	-0.1	0.5
CCN1CCCC1CNC(=O)c1nn(-c2cc(OC)cc(OC)c2)c(=O)c2ccccc12 (stereo not drawn)	4.5	11.2	1.7	0.1
Cc1cccc(-n2cc(-c3ccccc3)c3c(NC4CCCCCC4)ncnc32)c1	-5.3	10.7	0.5	0.1
Cc1ccc(NC(=O)COc2ccc(CO)cc2Cl)cc1	-54.1	-2.1	-0.1	0.2
COc1ccc(NC2(c3ccc(Cl)cc3)C(=O)c3ccccc3C2=O)cc1	-10.0	5.4	-1.6	0.0
O=C(NCc1ccccn1)c1cc(Cl)nnc1Cl	11.2	8.6	2.0	-0.1
CCOC(=O)c1c(-c2ccccc2)oc2cc(Br)c(OCC(=O)C(C)(C)C)cc12	2.1	2.3	0.9	0.1
COc1ccc(OC)c(NC(=O)c2c(C)nc3ccccn23)c1	-15.5	1.1	-0.3	0.0
COc1cc(OC)cc(Oc2ncc(-c3cccs3)cn2)c1	-2.5	-1.5	-0.9	-0.2
O=C1CCC(CCC(=O)N2CCc3ccccc3C2)(Cc2ccc3c(c2)OCO3)N1 (stereo not drawn)	-2.8	-0.6	-1.7	0.1
O=C(NCCc1nc(-c2ccncc2)n[nH]1)c1cccs1	1.6	8.1	-0.3	0.0
C=CCC(=O)N1CCc2c(cnc(C)c2CNC(=O)c2ccc(C)s2)C1	-3.6	16.8	-0.5	0.0
CC(C)C(=O)NCCc1nnc2n1CCN(C(=O)c1ccc(Oc3ccccc3)o1)CC2	10.6	-13.3	0.0	0.0
Cc1cc(F)ccc1C(=O)NCc1ccccc1	-1.3	8.6	-0.3	0.1
CN(CCc1ccccn1)Cc1ccc2c(c1)CN(C(=O)c1cc(C3CC3)[nH]n1)CCO2	-2.1	-11.2	0.0	-0.2

# Filtered by structure, the entries above with fluorine
SMILES	TEAD-YAP inh	MITF inh	GPR151 ag	FBW7 act
Cc1noc(C)c1CC1(c2ccc3c(c2)OCO3)C(=O)Nc2cc(F)ccc21 (stereo not drawn)	-5.8	-8.7	-1.3	-0.2
Cc1cc(F)ccc1C(=O)NCc1ccccc1	-1.3	8.6	-0.3	0.1

# Next results follow:
SMILES	TEAD-YAP inh	MITF inh	GPR151 ag	FBW7 act
Cc1cc(C(=O)NCc2ccco2)on1	7.8	-3.5	1.3	0.1
Cc1ccc(NC(=O)CSc2nnc(-c3cccnc3)n2Cc2ccccc2)c(C)c1	-6.7	0.9	1.8	-0.1
CCOC(=O)CNC(=O)/C(=C\c1ccccc1)NC(=O)/C=C/c1ccccc1	2.0	14.8	0.1	0.0
COc1ccc(NC(=O)CSc2nccn2-c2ccc(OC)cc2)cc1	14.9	16.9	0.0	0.6
CN1CCN(CCCNC(=O)c2cn(C)c3ccc(S(=O)(=O)N(C)C)cc3c2=O)CC1	4.1	5.2	-0.5	0.0
CCOc1ccc(S(=O)(=O)NC2=NCCCCC2)cc1	-5.6	18.9	0.0	0.1
Cc1nc2c(ccc3nc(NC(=O)c4ccc(Oc5ccccc5)cc4)sc32)s1	7.2	-1.2	-0.8	-0.2
CC1(C)Cc2ccccc2-c2nc3nn[nH]n3c(=O)c21	15.3	-4.1	1.2	-0.1
CN(C)CCN1C(=O)CC(CC(=O)N2CCNC(=O)C2)(c2ccccc2Cl)C1=O (stereo not drawn)	1.4	9.5	-1.4	0.3
CCOc1cc(C=O)cc(Cl)c1OCC(N)=O	-4.4	-8.1	2.8	-0.2
CCNC(=O)CNC(=O)c1cccc(Cl)c1	-13.0	-9.9	-1.1	0.0
COc1ccc(C(=O)Nc2nnc(-c3ccc(Cl)cc3)o2)cc1	8.5	2.6	-0.3	-0.1
CC1CCCCN1CCNC(=O)c1cc(S(=O)(=O)N2CCCC2)cn1C (stereo not drawn)	18.3	7.2	-1.3	0.8
CCOC(=O)C1CCN(C(=O)CSc2ccc(C)cc2)CC1	-21.0	9.5	1.1	0.0
NC1=NC(=O)/C(=C\c2cccc(C(F)(F)F)c2)S1	-7.6	0.1	-0.6	-0.1

# More entries:
SMILES	TEAD-YAP inh	MITF inh	GPR151 ag	FBW7 act
CC1=C(C(=O)OC(C)C)C(c2ccc(OCc3ccccc3)cc2)C2=C(CC(c3ccccc3)CC2=O)N1 (stereo not drawn)	2.6	-2.2	-1.8	0.3
O=C1C[C@@H](c2ccc(O)cc2)Oc2cc(O[C@@H]3O[C@H](CO)[C@@H](O)[C@H](O)[C@H]3O)cc(O)c21	-7.1	-7.9	-0.1	0.1
CN(C)N=Nc1ccccc1C(=O)NCc1ccc(Cl)cc1	-11.1	14.4	-0.9	0.1
Cn1cc(/C=N/NC(=O)CC#N)c2ccccc21	-6.7	9.1	-0.1	-0.1
Cc1cc(C)cc(N(CC(=O)Nc2cccc(C)n2)S(=O)(=O)c2c(C)noc2C)c1	-5.7	-2.3	-0.7	0.1
COCCn1c(-c2ccc3c(c2)NC(=O)CO3)csc1=Nc1ccccc1	2.0	18.0	-3.3	-0.3
COCCN(C(C)=O)c1nnc(-c2cnccn2)s1	-7.4	3.0	-0.5	-0.1
CC(C)Sc1ncnc2c1c(-c1ccccc1)cn2-c1ccc(F)cc1	-15.2	-4.5	-0.5	-0.1
CC(=O)C(CCCCOc1c(C)cccc1C)C(C)=O	-5.0	13.0	-0.3	0.2
COc1ccc(NC(=O)c2ccc(Br)cc2)c2ncccc12	1.1	28.1	0.3	-0.1
Cc1cc(C)nc(NS(=O)(=O)c2ccc(NC(=O)COc3ccccc3C)cc2)n1	9.3	8.0	0.8	0.2
CCOC(=O)C(Cc1ccccc1)C(=O)Nc1ccc(C(C)=O)cc1 (stereo not drawn)	-32.8	1.8	0.5	0.0
CCCn1c(=S)[nH]c2cc(C(=O)N3CC=C(c4ccccc4)CC3)ccc2c1=O	-5.1	-12.4	0.3	-0.1
Cc1cc(C)cc(NC(=O)c2ccc3c(=O)n(Cc4ccco4)c(=S)[nH]c3c2)c1	10.4	15.2	0.1	0.1
CCCN(CCC)CCCNC(=O)c1cn(CCOC)c(=O)c2c1c1ccccc1n2C	-1.3	-13.4	0.2	0.0

# (continued)
SMILES	TEAD-YAP inh	MITF inh	GPR151 ag	FBW7 act
Cc1c(C(=O)NCc2ccc(F)cc2)sc2ncn(CC(=O)N3CCOCC3)c(=O)c12	8.4	8.8	0.1	0.0
CCC(Sc1nnc(N)s1)C(=O)NC(CSCc1ccccc1)C(=O)OC (stereo not drawn)	1.7	-6.6	0.9	-0.2
COc1ccc2nc(/N=C(\N)NC(=O)c3ccc(F)cc3)nc(C)c2c1	-1.4	-0.4	0.0	-0.1
CC1=C(C(=O)Nc2ccc(F)cc2)C(c2ccc(O)cc2)NC(=S)N1 (stereo not drawn)	3.0	4.0	-1.4	0.3
O=[N+]([O-])c1cccc(C2CC(c3ccc(Cl)cc3)Nc3ncnn32)c1 (stereo not drawn)	-4.1	-20.6	0.9	0.0
CCc1ccc(NC(=O)NNC(=O)c2cc3sccc3[nH]2)cc1	3.2	-17.5	-0.2	-0.1
O=C(C1CCN(Cc2cccs2)CC1)N1CCN(C/C=C/c2ccccc2)CC1	16.8	38.1	-0.2	0.3
CCOc1ccc(-n2nc(C(=O)Nc3ccc(Oc4ccccc4)cc3)c3ccccc3c2=O)cc1	-4.1	12.6	0.6	0.5
COc1ccc(O)c(/C=N/N=C2/NC(=O)CS2)c1	-31.6	-7.4	-6.0	0.0
O=C1N[C@@H](CO)C(=O)N2C[C@@H](NCc3ccc(CN4CCCCC4)s3)C[C@@H]12	1.1	12.0	-1.0	0.5
CCCOc1ccc(/C(O)=C2\C(=O)C(=O)N(Cc3cccnc3)C2c2ccccc2F)cc1C (stereo not drawn)	-6.0	-14.4	-0.9	-0.1
O=C1c2ccccc2C(=O)N1CCS(=O)(=O)NC12CC3CC(CC(C3)C1)C2	-1.1	-34.0	1.8	0.2
C=CCNC(=O)C(=O)Nc1ccc(OCCCCC)cc1	-1.0	-1.0	-0.5	-0.1
CC(C)(C)CC(C)(C)NC(=O)c1cc2nc(-c3ccc(Cl)cc3)cc(C(F)(F)F)n2n1	-4.3	9.3	-0.3	0.1
CC(C)N1C(=O)C(O)(CC(=O)c2ccc3c(c2)OCCO3)c2ccccc21 (stereo not drawn)	2.6	1.0	-0.9	-0.1

# Compound profiles (already shown). Order of values: TEAD-YAP inh | MITF inh | GPR151 ag | FBW7 act
# Shown for COc1ccc2nc(/N=C(\N)NC(=O)c3ccc(F)cc3)nc(C)c2c1 → -1.4 | -0.4 | 0.0 | -0.1
# Shown for O=C(C1CCN(Cc2cccs2)CC1)N1CCN(C/C=C/c2ccccc2)CC1 → 16.8 | 38.1 | -0.2 | 0.3
# Shown for CC(C)N1C(=O)C(O)(CC(=O)c2ccc3c(c2)OCCO3)c2ccccc21 (stereo not drawn) → 2.6 | 1.0 | -0.9 | -0.1

# Next part:
SMILES	TEAD-YAP inh	MITF inh	GPR151 ag	FBW7 act
CC(C)C(=O)Nc1ccc(NC(=O)C(C)(C)C)cc1	-5.7	5.5	-0.9	0.3
Cc1ccc2cc(CN(CCO)Cc3nnnn3C3CCCC3)c(=O)[nH]c2c1	1.4	6.4	-0.4	0.0
CCCCC(=O)Nc1ccc(C(=O)NCCN2CCOCC2)cc1	6.0	-4.6	-0.2	-0.1
COc1ccc2oc(=N)c(C(=O)Nc3ccc(Cl)cc3Cl)cc2c1	3.4	-3.2	1.4	-0.1
CCCN1C(=O)c2ccccc2NC1c1ccc(OC)c(COc2cccc(OC)c2)c1 (stereo not drawn)	1.0	3.9	0.5	-0.2
C=C(C)CSc1nc(N)c2c(C)c(C)sc2n1	-20.0	-3.1	-0.3	0.1

# Not a hit list, and some 3.4% of all compounds hit somewhere here.
